DAX1 inh-1 = blocks DAX1 repression of SF-1 activated StAR promoter; HEK293T StAR-luciferase reporter, SF-1/DAX-1 repression relief; inhibition, % at 6.8 µM; 370,000 tested, 1.1% active; AID 652010;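 active means inhibition above the mean over all tested compounds plus 3 SD, cut at about 3.6% in these data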;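 further: 0% = DAX-1 cells with DMSO and 100% = cells lacking DAX-1 with DMSO; higher inhibition means more luminescence from relief of DAX-1 repression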
hcDAF12 agonist = activates DAF-12 receptor from parasite H. contortus; HEK293 hcDAF-12 lit1-tk-luc reporter, luminescence; 0% DMSO, 100% Δ7-dafachronic acid; activation, % at 6.8 µM; 370,000 tested, 1.4% active;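 active means activation above the mean of all tested compounds plus 3 SD, cut at about 5.5% in these data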;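 further: 100% = response to 3 µM Δ7-dafachronic acid high control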
GAA850 FXN act = increases GAA850 frataxin promoter reporter activity | AID 540364 | 360,000 tested, 0.56% active | HEK293 lucGAA850 FXN promoter luciferase reporter, 24 h; percent of 10 µM SAHA response | activation, % at 6 µM;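 active means activation above the average of all compounds screened plus 3 SD, cutoff fixed separately per campaign, cut at about 7.5% in these data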;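 further: 0% = DMSO wells and 100% = 10 µM SAHA wells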
DAX1 inh-2 = NR0B1 (DAX1) inhibition; P51843; HEK293 Gal4-DAX1 luciferase reporter, luminescence; inhibition, % at 6.75 µM; 340,000 tested, 0.99% active; AID 504766;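 active means inhibition above the mean over all tested compounds plus 3 SD, cut at about 4.2% in these data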;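 further: 0% = DAX1-transfected cells with DMSO and 100% = empty-vector control cells with DMSO; inhibition shows as a rise in luminescence from relieved DAX1 repression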
GC-A act = GC-A (human) enzyme activation; P16066; HEK293 GC-A cells, cGMP TR-FRET, EC30 ANP; 0% at EC30 ANP, 100% saturating ANP; activation, % at 10 µM; 370,000 tested, 0.14% active; in the data active means activation above about 40%
Target sequence (P16066 whole entry, looked up): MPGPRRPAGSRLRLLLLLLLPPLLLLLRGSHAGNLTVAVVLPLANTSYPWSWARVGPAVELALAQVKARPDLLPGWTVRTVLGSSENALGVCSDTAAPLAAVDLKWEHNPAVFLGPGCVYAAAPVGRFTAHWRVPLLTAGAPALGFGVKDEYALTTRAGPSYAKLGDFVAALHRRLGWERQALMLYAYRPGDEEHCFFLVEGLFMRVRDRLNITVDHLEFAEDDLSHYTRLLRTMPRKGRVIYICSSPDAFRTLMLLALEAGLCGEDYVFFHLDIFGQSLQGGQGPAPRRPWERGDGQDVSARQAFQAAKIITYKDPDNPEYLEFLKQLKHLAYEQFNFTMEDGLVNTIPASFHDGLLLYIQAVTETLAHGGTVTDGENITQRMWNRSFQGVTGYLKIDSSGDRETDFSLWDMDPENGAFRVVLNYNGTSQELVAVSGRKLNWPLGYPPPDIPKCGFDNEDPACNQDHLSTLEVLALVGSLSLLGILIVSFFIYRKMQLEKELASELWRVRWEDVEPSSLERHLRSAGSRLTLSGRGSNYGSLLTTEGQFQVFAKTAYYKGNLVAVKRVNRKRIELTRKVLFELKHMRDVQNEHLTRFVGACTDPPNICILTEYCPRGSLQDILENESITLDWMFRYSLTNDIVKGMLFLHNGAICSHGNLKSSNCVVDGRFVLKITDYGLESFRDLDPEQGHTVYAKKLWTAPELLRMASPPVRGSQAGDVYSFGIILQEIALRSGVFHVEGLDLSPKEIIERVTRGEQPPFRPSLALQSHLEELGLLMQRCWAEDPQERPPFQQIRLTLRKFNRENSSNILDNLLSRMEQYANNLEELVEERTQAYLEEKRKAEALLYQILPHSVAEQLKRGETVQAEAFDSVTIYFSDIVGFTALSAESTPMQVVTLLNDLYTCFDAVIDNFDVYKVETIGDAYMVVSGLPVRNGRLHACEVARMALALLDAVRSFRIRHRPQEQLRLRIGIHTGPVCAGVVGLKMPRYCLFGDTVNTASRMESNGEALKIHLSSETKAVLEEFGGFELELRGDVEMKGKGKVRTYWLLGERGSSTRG
SMARCA2 activ = activators of SMARCA2 function; MG213 cells, MMTV-luciferase reporter, dexamethasone, overnight; activation, % at 9.1 µM; 370,000 tested, 1% active; in the data active means activation above about 7.8%;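 further: 0% = vehicle wells and 100% = reference activator wells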
ssDAF-12 act = activates DAF-12 receptor from parasite S. stercoralis. HEK293 ssDAF-12/GRIP1 lit1-tk-luc reporter, luminescence; % of 3 µM dafachronic acid response. activation, % at 6.8 µM. 370,000 tested, 1% active;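 active means activation above the mean over all tested compounds plus 3 SD, cut at about 0.9% in these data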;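 further: 0% = DMSO-only wells and 100% = 3 µM delta7-dafachronic acid wells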
NPR2 activator = GC-B (human) receptor activation; 370,000 tested, 0.11% active; activation, % at 10 µM; HEK293-GC-B cells, CNP EC30, cGMP TR-FRET; 0% at EC30 CNP, 100% saturating CNP; P20594;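 active means activation at 10 µM reaching about 35% in either raw or pattern-adjusted values, limit read from the data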
hgDAF-12 ag = activates the H. glycines DAF-12 receptor ligand-binding domain; HEK293 GAL4-hgDAF12 UAS-luciferase reporter, agonist luminescence; normalized to butyrate control; activation, % at 6.8 µM; 370,000 tested, 1.8% active;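 active means activation above a cutoff set at the mean of all screened compounds plus 3 SD, cut at about 10% in these data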;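 further: 0% = DMSO wells and 100% = sodium butyrate wells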
proKLK7 act = proKLK7 (human) activation, primary screen. P49862. purified proKLK7, EDANS-DABCYL substrate fluorescence; 100% is mature enzyme control, 0% vehicle. activation, % at 7 µM. 370,000 tested, 0.9% active. AID 652039;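 active means activation above the mean of all tested compounds plus 3 SD, computed per campaign excluding outliers beyond control limits, cut at about 13% in these data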
HGIII-sPLA2 inh = Inhibits HGIII-sPLA2 liposome hydrolysis, primary screen | Q9NZ20 | QFRET BODIPY PC-A2 liposome hydrolysis, fluorescence | inhibition, % at 12.2 µM | 370,000 tested, 0.56% active | AID 743126;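 active means inhibition above mean plus 3 SD of compounds lying within the high and low control bounds, cut at about 19% in these data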;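 further: 0% = median of test compound wells and 100% = no enzyme DMSO wells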
Active calls of the source: *; . = no result given.

item	canonical_smiles	DAX1 inh-1	hcDAF12 agonist	GAA850 FXN act	DAX1 inh-2	GC-A act	SMARCA2 activ	ssDAF-12 act	NPR2 activator	hgDAF-12 ag	proKLK7 act	HGIII-sPLA2 inh
1	CCCCc1cc(=O)oc2c(C)c(OCC(=O)N3C[C@H]4C[C@@H](C3)c3cccc(=O)n3C4)ccc12	-1.1	-1.4	1.3	2.4	7	-1	-1.7	2	-1.6	-0.1	1
2	O=C(c1ccccc1)n1nc(-c2ccccc2)nc1NCc1ccco1	1.1	1.3	1.3	-1.3	-1	3	-0.7	-2	3.2	0.8	-2
3	CCc1ccc2c(CN3CCN(S(=O)(=O)c4ccccc4F)CC3)cc(=O)oc2c1	-3.1	-3.2	-2.5	-1.7	-4	-5	-1.8	1	-5.1	1.7	-18
4	COc1ccc(C#Cc2c(C=O)n(C)c3ccccc23)cc1	0.1	1.2	2.4	-1.1	4	2	-1.2	-4	-0.4	-26	10
5	O=C(CN1CCCCC1)Nc1ccc(S(=O)(=O)NC2CCCCC2)cc1	-1.1	-2.5	6.7	-1.2	1	-4	-2.0	2	-1.4	0.2	-14
6	COc1cccc(CC(CC(=O)O)C(=O)Nc2cc(C)ccc2C)c1 (stereo not given)	-0.1	-3.0	-1.0	-0.1	4	-3	-1.3	-3	-1.9	-0.7	-3
7	CN(C)C(=O)c1ccc(NC(=O)COc2ccc([N+](=O)[O-])cc2)cc1	-0.1	-1.5	1.0	1.2	1	-3	-1.3	1	-0.6	-0.1	-1
8	Cc1nn(CCO)c2ncc(C(=O)c3cc(F)ccc3O)cc12	-0.1	-1.0	1.9	1.3	6	1	-1.8	2	-1.5	-0.3	-1
9	Cc1c(C(=O)N2CCCCC2CCN2CCCC2=O)oc2c(F)cccc12 (stereo not given)	0.1	-1.1	2.2	-0.8	-1	0	-1.2	0	-0.5	0.2	-4
10	CCCCNC(=O)c1sc2ncnc(N3CCc4ccccc4C3)c2c1C	0.8	-0.8	-1.0	-0.1	0	-1	-1.6	-2	-2.9	-0.9	-6
11	COc1ccc(-c2cnc3c(c2)C(=O)N([C@H](C)CO)C[C@@H](C)[C@H](CN(C)Cc2ccccc2)O3)cc1	-0.4	1.5	0.6	1.7	3	0	-0.3	6	-1.1	0.8	-10
12	Cc1ccc(Nc2nnc(SC(C)C(=O)Nc3c(C)n(C)n(-c4ccccc4)c3=O)s2)cc1 (stereo not given)	0.8	-1.5	3.1	0.3	1	-1	-0.7	-1	1.6	0.0	-2
13	COc1ccc(CN2C(=O)c3cccnc3C2Nc2cc(Cl)ccc2OC)cc1 (stereo not given)	-1.0	-1.1	1.4	-0.9	-16	1	-1.6	-14	1.0	0.0	-5
14	COC(=O)c1cc(Br)c(=O)n(Cc2ccc(C(=O)O)cc2)c1	-0.1	-1.1	2.5	1.2	0	2	-1.4	2	2.3	-0.1	-4
15	COc1cccc(NC(=S)N(CCc2c(C)[nH]c3ccccc23)Cc2ccco2)c1	-0.2	3.2	-2.3	-0.6	-1	0	-1.3	-2	4.4	0.7	3
16	COc1ccccc1CN(C)CC(=O)Nc1ccccc1-c1ccccc1	0.1	-1.6	0.9	-0.7	-11	-2	-1.6	-8	0.8	-0.1	-1
17	CC(C)CNC(=O)COc1ccccc1[N+](=O)[O-]	-0.5	2.4	3.8	1.9	-2	0	0.2	2	3.9	0.4	6
18	CCOc1ccc(CCNc2nc3ccccc3n3c(C)nnc23)cc1OCC	0.2	-0.9	2.2	-0.6	4	-2	-1.2	5	-0.1	0.3	3
19	COc1ccc(-c2cn3c(C)c(C(=O)N4CCN(c5ccccc5)CC4)sc3n2)cc1	0.4	-0.3	-1.6	0.0	-2	-2	-0.9	-3	-0.1	0.1	4
20	Cc1noc(C)c1C(=O)N1CCN(c2ncccn2)CC1	1.5	-1.1	-0.4	2.5	3	-2	-1.3	4	-1.0	0.6	1
21	CC1=C(C(=O)OC2CCCCC2)C(c2ccc(N(C)C)cc2)NC(=O)N1 (stereo not given)	0.0	-1.7	3.2	-1.2	-18	-2	-1.8	1	-2.2	-0.5	4
22	O=c1[nH]c(CSc2nnc(-c3cccnc3)n2C2CCCCC2)nc2ccccc12	-0.4	-2.1	-2.4	-1.6	2	0	-1.3	2	-3.0	0.1	-4
23	Cc1ccc(S(=O)(=O)N2CCN(Cc3cccc(F)c3)CC2)cc1	-0.2	-1.5	-1.3	-2.4	0	-1	-0.6	1	0.3	0.1	-2
24	O=C(CSc1nnc(CNC(=O)c2c(F)cccc2F)o1)NCc1ccc(F)cc1	-1.2	0.5	0.1	0.0	0	-1	-0.7	-4	-1.6	-0.5	-1
25	NNC(=O)CNC(=O)CNS(=O)(=O)c1ccccc1	0.1	0.9	0.0	-0.4	-2	3	-0.6	5	0.6	0.1	-5

(continued)
item	canonical_smiles	DAX1 inh-1	hcDAF12 agonist	GAA850 FXN act	DAX1 inh-2	GC-A act	SMARCA2 activ	ssDAF-12 act	NPR2 activator	hgDAF-12 ag	proKLK7 act	HGIII-sPLA2 inh
26	CC(=O)N1CCc2cc(S(=O)(=O)CCC(=O)Nc3ccc4c(c3)OCCO4)ccc21	-1.1	-2.3	-3.3	-0.4	1	-1	-1.1	2	-1.4	-0.7	-1
27	O=C(/C=C/c1ccccc1)N1CCN(c2cccc(Cl)n2)CC1	0.3	-1.2	-1.4	1.7	-20	-1	-0.7	-13	-1.5	0.6	-1
28	CCOc1ccc(NC(=O)C2CC(=O)N(c3ccc4c(c3)OCCO4)C2)cc1OCC (stereo not given)	-0.8	0.3	-1.1	0.3	-1	1	-0.7	-10	-1.1	-0.4	0
29	Oc1cccc(/C=N/NC(=S)Nc2cccnc2)c1O	-1.6	-0.5	4.7	-1.1	-5	5	-1.0	0	-1.5	-6.9	34*
30	Cc1ccc2c(CC(=O)NCC3(N4CCOCC4)CCCCC3)coc2c1C	2.2	-0.2	0.1	1.1	1	2	-0.3	4	0.0	0.7	-3
31	CCOc1ccc(NC(=O)C2C(C(=O)O)C3(Cl)C(Cl)=C(Cl)C2(Cl)C3(Cl)Cl)cc1 (stereo not given)	-0.5	-0.1	0.2	.	-4	0	-1.7	-3	-1.0	0.4	1
32	COc1ccc(NC(=O)N2CCN(C(=O)C(Cc3ccc(F)cc3)NC(C)=O)CC2)cc1 (stereo not given)	-0.4	-1.1	2.3	-0.6	0	2	-1.1	10	-0.3	0.9	0
33	Cc1csc(NC(=O)CSc2nc(=O)n(CCCN(C)C)c3c2CCC3)n1	0.1	1.1	1.6	1.8	3	0	-0.8	-4	-0.3	-0.5	6
34	CCN1C(=O)/C(=C/N(C(C)=O)c2ccccc2)N(c2ccccc2)C1=S	-0.9	0.3	1.9	-0.5	-22	-2	-0.9	-13	-1.4	0.2	-11
35	CCN(CCCNC(=O)C1CCN(S(=O)(=O)N2CCC3(CC2)OCCO3)CC1)c1ccccc1	0.2	-2.5	-1.7	-0.7	2	3	-1.9	2	-1.7	-0.2	-1
36	COc1ccc(S(=O)(=O)N2CCN(CC(=O)N3c4ccccc4CC3C)CC2)cc1OC (stereo not given)	-0.5	-0.8	2.6	-0.2	-1	3	-1.5	0	-2.0	-0.2	-6
37	Cc1onc(-c2ccccc2Cl)c1C(=O)NNC(=O)c1nn(C)cc1Cl	-0.6	-0.2	0.7	0.2	-1	-1	-0.2	4	7.3	-0.8	0
38	COc1ccccc1N(CC(O)COc1ccc(C)cc1)S(=O)(=O)c1ccccc1 (stereo not given)	-0.4	-1.8	0.1	-0.7	-4	1	-1.6	4	-3.0	0.4	-29
39	Cc1cc2nnc(SCc3ccccc3)n2c(N)n1	0.0	-2.0	-0.8	0.5	7	-2	-2.0	3	6.3	0.1	-3
40	CCN(CC)C(=O)CC[C@H]1CC[C@]2(CCCN(S(C)(=O)=O)C2)O1	1.1	-0.8	.	.	2	1	-1.4	-4	2.9	-0.1	1
41	COc1ccc(C2C3=C(CCCC3=O)N(CC(=O)O)C3=C2C(=O)CCC3)cc1Br	0.9	0.6	0.6	0.7	2	2	-0.8	-3	0.0	30*	-3
42	NC(=O)COC(=O)c1cccc2c1-c1ccccc1C2=O	0.5	-0.2	2.7	0.7	-5	-3	-1.6	4	-2.0	0.3	-2
43	Cc1cc(C=O)sc1[B-](F)(F)F	-0.7	-0.8	-0.8	-1.8	6	-2	-0.5	1	-1.2	0.2	-3
44	O=C(CNC(=O)c1cc(Cl)cc([N+](=O)[O-])c1)NC1CC1	1.3	0.2	0.0	0.0	1	-1	-0.3	6	0.8	-0.8	4
45	O=C(NC(=S)Nc1cc([N+](=O)[O-])ccc1O)c1cccnc1	0.2	-0.5	1.3	-0.7	-4	1	-0.7	2	5.7	0.0	16
46	CC(=O)Nc1ccc(S(=O)(=O)Nc2cc(-c3ccccc3)nn2C)cc1	0.3	1.9	0.5	.	5	-1	-1.1	6	-1.1	-0.1	-1
47	CN1CCN(c2ccc(S(=O)(=O)N3CCCCC3)cc2NC(=O)CSC(C)(C)C)CC1	-1.0	-0.6	2.8	0.5	2	-3	-1.3	-7	-2.8	0.2	-3
48	COc1ccccc1N1CCN(Cc2cc(=O)n3ccsc3n2)CC1	-0.3	-1.6	0.0	0.2	5	-2	-0.7	7	-3.8	0.0	2
49	N#C/C(=C/c1ccc(N2CCOCC2)o1)C(=O)Nc1ccccc1	3.2	5.9*	6.2	1.1	0	8.8*	-0.2	-8	11*	1.1	-61
50	COc1ccc(N2CCN(c3ccc4nnc(CCC(=O)Nc5ccc(C)cc5)n4n3)CC2)cc1	-0.6	-1.6	-0.3	1.4	-6	-1	-1.0	-10	0.2	0.6	-1

Next part; it opens with the two that closed the last part.
item	canonical_smiles	DAX1 inh-1	hcDAF12 agonist	GAA850 FXN act	DAX1 inh-2	GC-A act	SMARCA2 activ	ssDAF-12 act	NPR2 activator	hgDAF-12 ag	proKLK7 act	HGIII-sPLA2 inh
49	N#C/C(=C/c1ccc(N2CCOCC2)o1)C(=O)Nc1ccccc1	3.2	5.9*	6.2	1.1	0	8.8*	-0.2	-8	11*	1.1	-61
50	COc1ccc(N2CCN(c3ccc4nnc(CCC(=O)Nc5ccc(C)cc5)n4n3)CC2)cc1	-0.6	-1.6	-0.3	1.4	-6	-1	-1.0	-10	0.2	0.6	-1
51	Cc1cc(N2CCOCC2)nc2ccc(NC(=S)NCCN(C)C)cc12	0.2	2.1	1.4	1.3	-24	5	-1.2	1	1.9	2.0	-4
52	CC(Sc1nnc(N)s1)C(=O)NC1CCCCC1C (stereo not given)	1.2	-1.8	1.2	-1.2	6	1	-0.9	1	-0.3	-0.4	9
53	CCOC(=O)C1CCN(C(=O)c2ccc(CNS(=O)(=O)c3ccc(OC)cc3)cc2)CC1	0.0	-0.5	1.1	0.3	-3	1	-2.0	-10	0.9	0.0	-8
54	Cc1cc(Cl)ccc1Oc1ncnc2oc(-c3ccccc3)cc12	0.3	-0.1	1.1	-1.1	2	2	-0.7	2	0.6	0.2	11
55	COc1ccc(CN=C2NC(=O)CC(C(=O)Nc3cc(C)cc(C)c3)S2)cc1 (stereo not given)	0.9	1.6	0.3	0.6	5	-3	-1.0	4	-1.4	0.4	8
56	Cc1nn(-c2ccccc2)c(C)c1NC(=O)COC(=O)CC(C)c1ccccc1 (stereo not given)	1.4	-1.7	-0.1	0.3	0	-1	-0.9	1	0.1	-0.3	-2

Compound activity (PubChem BioAssay)
